# Screening results deposited in PubChem by National Center for Advancing Translational Sciences (NCATS).
# TbPYK inhibitor: qHTS of Trypanosoma Brucei Inhibitors; TbPYK enzyme, Kinase-Glo Plus ATP luminescence, 45 min; Potency, µM (series often up to 76.8 µM), for the others: at the highest dose activity, negative = inhibition, most hits filed as inhibitors; hit rate 0.12% among 410,000; AID 624173, 2012; also: nearly all actives have a fitted effect of over 50% in size
#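 Screened from lowest to highest concentration, compounds were pinned into TbPYK/substrate mixtures, and ADP (130 uM final) was added. Plates sat at room temperature for 45 min prior to Kinase-Glo Plus detection by luminescence.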
# LmPK inh: qHTS Assay for Inhibitors of Leishmania Mexicana Pyruvate Kinase (LmPK). Q27686. purified LmPK, Kinase-Glo ATP luminescence, 1 h. Potency, µM (series often up to 57.5 µM), for inactives: at the highest dose activity change, negative = inhibition, usual class: inhibitors. hit rate 0.37% among 290,000
# Target sequence (Q27686 whole entry, looked up): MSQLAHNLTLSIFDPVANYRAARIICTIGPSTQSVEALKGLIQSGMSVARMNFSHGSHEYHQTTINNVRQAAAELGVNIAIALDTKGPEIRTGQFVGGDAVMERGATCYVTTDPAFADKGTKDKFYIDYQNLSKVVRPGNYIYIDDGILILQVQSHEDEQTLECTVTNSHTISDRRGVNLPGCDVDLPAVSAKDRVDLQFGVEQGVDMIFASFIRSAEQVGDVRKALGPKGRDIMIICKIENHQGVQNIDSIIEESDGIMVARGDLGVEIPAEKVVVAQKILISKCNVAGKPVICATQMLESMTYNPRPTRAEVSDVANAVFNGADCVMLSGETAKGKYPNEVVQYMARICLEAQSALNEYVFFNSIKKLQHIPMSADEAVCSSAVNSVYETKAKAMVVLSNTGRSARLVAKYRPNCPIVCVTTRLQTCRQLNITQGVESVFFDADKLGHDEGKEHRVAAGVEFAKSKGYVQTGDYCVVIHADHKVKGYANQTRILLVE
#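 In 50 mM imidazole pH 7.2 with 7 mM MgCl2, LmPK (0.1 nM) turned over PEP (0.5 mM) and ADP (0.1 mM) for 1 h at room temperature. Luciferase read-out of ATP.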
# Pf growth 96h: Primary qHTS for delayed death inhibitors of the malarial parasite plastid, 96 hour incubation | Potency, µM (highest dose often 28.7 µM), inactives show at the top dose activity change, negative = inhibition, usual class: inhibitors | hit rate 6.9% among 320,000 | P. falciparum luciferase reporter growth, 96 h | AID 504834, 2011
#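 96 h incubation, 37 C, 5% CO2, of luciferase-reporter P. falciparum-infected RBCs (2% hematocrit, 0.05% parasitemia final) with test compounds; endpoint luminescence.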
# Sm TGR block: qHTS Assay for the Inhibitors of Schistosoma Mansoni Peroxiredoxins | Schistosoma mansoni thioredoxin glutathione reductase (TGR), Q962Y6 | purified TGR, DTNB reduction, TNB absorbance 405 nm | Potency, µM (top dose mostly 114 µM), for inactives: at the highest dose activity change, negative = inhibition, hits mostly inhibitors | hit rate 3% among 360,000 | AID 485364, 2010; also: nearly all actives have a fitted effect of over 60% in size
#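 First, TGR (20 nM dispensed) and NADPH were mixed with compound. Second, a 15 min room-temperature incubation followed. Third, further NADPH and then DTNB were added to start the reaction. Finally, TNB absorbance was monitored kinetically.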
# HCV inh: qHTS Assay for Inhibitors of Hepatitis C Virus (HCV). Huh7.5.1 HCVcc-Cre infection, luciferase reporter, 44 h. Potency, µM (series often up to 41.8 µM), inactives show at the highest dose activity change, negative = inhibition, hits mostly inhibitors. hit rate 3.4% among 340,000. AID 651820, 2012
#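 Cells (1,000/well) were plated 4 h before compound, then infected with HCVcc-Cre virus (~0.5 moi). After 44 h further culture, infection was read as luciferase luminescence following a 15 min substrate incubation at room temperature.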
# Pf growth 48h: Primary qHTS for delayed death inhibitors of the malarial parasite plastid, 48 hour incubation. P. falciparum luciferase growth in erythrocytes, 48 h. Potency, µM (series often up to 28.7 µM), without a hit: at the highest dose activity change, negative = inhibition, most hits filed as inhibitors. hit rate 5.9% among 310,000. AID 504832, 2011
#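 Cell-based growth assay: transgenic P. falciparum expressing firefly luciferase, cultured in red cells within RPMI 1640 containing 0.5% w/v Albumax, 24 mM bicarbonate and gentamycin. A drop in luciferase activity indicates inhibition.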
# An asterisk follows results filed as active; ? = inconclusive; . = no result given; & = joins results of further samples; [ ] = another dose, or the depositor's remark. Calls follow the shape of the dose curve; as a rule, active = well fitted curve in the direction sought with a large enough effect; inconclusive = small, poorly fitted or top-dose-only effect, or another doubt; inactive = no such curve, though single readings can be large; an effect the other way counts as inactive or inconclusive. % is scaled to controls: 0 for no effect and ±100 for the full control effect; potency is read from the fitted curve at half-maximal effect. Not a hit list; 16% or so of the library scored in one or more.
SMILES,TbPYK inhibitor,LmPK inh,Pf growth 96h,Sm TGR block,HCV inh,Pf growth 48h
Cc1cc(/C=C2/SC(=O)NC2=O)c(C)n1-c1ccc(N2CCOCC2)cc1,0%,-1%,-7%,-16%,13%,-29%
CC1(C)CC(=O)C2=C(C1)N(c1ccc(F)cc1)C(=O)C2(NC(=O)c1ccccc1F)C(F)(F)F (stereo unspecified),6%,-1%,?,-12%,35%[activator],-23%
O=C(CCc1nnc2ccc(NCc3ccco3)nn12)N1CCN(c2ccccc2F)CC1,-3%,-7%,9.3µM*,?,-5%,-5%
O=c1nc2n(c3cc(Cl)c(S(=O)(=O)N4CCOCC4)cc13)CCCCC2,-2%,-4%,9.3µM*,2%,-3%,-17%
CSc1nsc(SC)c1C(=O)Nc1ccc(C)cc1,-1%,1%,?,12%,3%,1%
Cc1cc(OCc2nc(-c3ccncc3)no2)cc(C)c1Cl,-5%,1%,22%,1%[57.1 µM],7%,?
CCC(C)(NC(=O)CNC(C)=O)C(=O)NC1CCCCC1 (stereo unspecified),-8%,-11%,60%[activator],0%,9%,-10%
COc1ccc(-c2ccc(-c3noc(-c4ccccc4F)n3)c(OC)n2)cc1,9%,1%,11%,-23%,-15%,22%
N#CCSCC(=O)Nc1ccc(Br)cc1,-3%,3%,.,14%,-7%,20%
COc1ccc(Nc2nc(OC)nc(OC)n2)cc1,-4%,-7%,?,3%,5%,?
CCOc1cc(C(=O)OCC(=O)NC(C)c2ccccc2)ccc1OCC(=O)N1CCOCC1 (stereo unspecified),1%,2%[11.5 µM],-74%,19%,-20%,42%[activator]
CC(=O)n1c(Cl)c(NC(=O)CCl)c2ccccc21,0%,-10%,2.1µM*,?,14µM*,.
CCC(=O)N(CCC(c1ccco1)C(C)C)Cc1ccccc1 (stereo unspecified),-5%,9%,?,0%,-31%,?
O=C(NC1CCCCC1)C(=S)N1CCOCC1,-14%,1%,-16%,.,15%,37%[activator]
C/C=C(\C)c1nnc(NC(=O)c2ccco2)s1,-1%,-9%,5%,-3%,-1%,100%[activator]
O=C(O)c1cn[nH]c1-c1cccc([N+](=O)[O-])c1,0%,15%,-5%,9%,8%,18%
COc1ccc(CNc2ccc(-c3ccc(OC)cc3)nn2)cc1,-11%,3%,?,2%,?,1%
CNC(=O)c1nc(C)n(-c2cc(Cl)cc(Cl)c2)n1,1%,0%,38%[activator],8%,1%,10%
CC(NC(=O)c1ccccc1)c1ccc(Br)cc1 (stereo unspecified),-10%,-3%[11.5 µM],?,-3%,-9%,-11%
CCOC(=O)N1CCC(Nc2c(NCCN3CCN(c4cccc(Cl)c4)CC3)c(=O)c2=O)CC1,1%,4%,?,-1%,6%,.
c1ccc2[nH]c(-c3ccncc3)nc2c1,4%,-23%&-18%,?,7%&10%,-6%,26%&48%
Cn1c(N)c(S(=O)(=O)NCc2ccccc2Cl)c(=O)n(C)c1=O,-10%,-13%,8%,1%,?,?
Cc1ccc(S(=O)(=O)N2CCNC(=O)CC2)cc1,-4%,-1%,?,-3%,23%,9%
CCCc1ccc(C(C)NC(=O)c2cnccn2)cc1 (stereo unspecified),-2%,1%,-5%,-2%,0%,?
O=C(CCc1ccccc1)N=C1SC2CS(=O)(=O)CC2N1Cc1ccc(F)cc1 (stereo unspecified),-6%,1%,43%[activator],-1%,-14%,0%
O=C(OCC(=O)N1CCN(C(=O)c2ccco2)CC1)c1ccccc1NCCO,-3%,.,?,-30%,15%,-5%
CCC(C)c1ccccc1N1CC(C(=O)Nc2ccccc2N2CCCC2)CC1=O (stereo unspecified),-6%,-7%,?,8%,?,?
COc1cc(OC)c(S(=O)(=O)N2CCOCC2)cc1S(=O)(=O)N1CCOCC1,5%,1%,-12%,0%,12%,15%
Cc1ccc(S(=O)(=O)NNC(=O)c2ccc(NC(=O)C3CC3)cc2)cc1,-9%,-7%,?,-1%,3%,17%
Cc1ccc(C)c(NC(=O)CSc2nnc(CSc3nc(C)cc(C)n3)n2Cc2ccco2)c1,5%,-1%,.,-66%,-29%,?

# Compound profiles, from the list above. Order of screens: TbPYK inhibitor, LmPK inh, Pf growth 96h, Sm TGR block, HCV inh, Pf growth 48h
# CCC(C)c1ccccc1N1CC(C(=O)Nc2ccccc2N2CCCC2)CC1=O (stereo unspecified) is listed as -6%, -7%, ?, 8%, ?, ?
# O=C(CCc1ccccc1)N=C1SC2CS(=O)(=O)CC2N1Cc1ccc(F)cc1 (stereo unspecified) is listed as -6%, 1%, 43%[activator], -1%, -14%, 0%
# Cc1ccc(C)c(NC(=O)CSc2nnc(CSc3nc(C)cc(C)n3)n2Cc2ccco2)c1 is listed as 5%, -1%, ., -66%, -29%, ?
# Cc1ccc(S(=O)(=O)NNC(=O)c2ccc(NC(=O)C3CC3)cc2)cc1 is listed as -9%, -7%, ?, -1%, 3%, 17%
# O=C(O)c1cn[nH]c1-c1cccc([N+](=O)[O-])c1 is listed as 0%, 15%, -5%, 9%, 8%, 18%

# (cont.)
SMILES,TbPYK inhibitor,LmPK inh,Pf growth 96h,Sm TGR block,HCV inh,Pf growth 48h
Cc1ccc(C2=N/C(=C\c3c(C)nn(-c4ccccc4)c3N3CCCC3)C(=O)O2)cc1,-17%,4%,39%[activator],-8%,7%,7%
COC(=O)CN1C(=O)CC(C)(C)S(=O)c2ccccc21 (stereo unspecified),-9%,-2%,?,0%,7%,-1%
O=C(NCCCn1ccnc1)c1ccc(NS(=O)(=O)c2ccc(Cl)c(Cl)c2)cc1,1%,.,-3%,2%,?,-17%
COc1ccc(C(=O)Cc2ccccc2)cc1OC,-1%,-1%,-3%,-6%,34%[activator],33%[activator]
Cc1oc2nc(SCC(=O)Nc3ccc(S(N)(=O)=O)cc3)nc(NC(=O)c3ccccc3)c2c1C,5%,4%,.,17%,?,-19%
COc1cccc2oc3ccc(C#CC4(N)CCCCC4)cc3c(=O)c12,-8%,1%,-80%,-15%,?,-23%
COc1ccc(CC(=O)NCc2n[nH]c(=S)n2-c2cccc(C)c2)cc1,?,-20%,-1%,3%,19%,0%
COC(=O)N1C(=O)[C@@](c2ccccc2)(C(C)C)N1C(=O)OC,-8%,-5%,-5%,35µM*,29%,-9%
CCOc1ccc(C(=O)NCCCN2CCOCC2)cc1OCC,0%,1%,6%,.,-2%,7%
COc1ccc(/C=N/NC(=O)c2[nH]nc3c2CCc2ccccc2-3)cc1OC,-2%,-1%,?,-20%,-17%,-9%
O=C(NCCN1CCOCC1)c1noc2c1CCc1ccccc1-2,0%,-11%,.,2%,15%,159%[activator]
COc1ccc(O)c(C2(O)C(=O)c3ccccc3C2=O)c1,2%,1%,30%[activator],1%,-28%,-4%
COc1cc(C)c(C(=O)CSc2nnc(CNC(=O)c3ccco3)n2C)cc1C,2%,-3%,?,1%,9%,?
O=C1CSC(c2ccc(F)cc2)N1c1nc2ccccc2s1 (stereo unspecified),-18%,3%,10µM*,-6%,12%,-5%
COC(=O)c1cnc(Nc2cccc(C(F)(F)F)c2)c([N+](=O)[O-])c1,0%,-1%,44%[activator],13%,?,23%
CCCc1cc(=O)oc2cc(C)cc(OCC(=O)N[C@@H](CSCc3ccccc3)C(=O)O)c12,-5%,0%,-14%,-9%,-22%,?
Cn1c(-c2ccccc2)n[nH]c1=S,?,-1%,8%,-2%,25%,12%
C[C@@]12C(=O)N(c3cccc(F)c3)C(=O)N1[C@H](c1ccc(Cl)cc1)[C@@H]1C(=O)N(C3CCCCC3)C(=O)[C@@H]12,2%,.,-7%,-1%,?,12µM*
O=C(CCN1C(=O)S/C(=C\c2ccccc2)C1=O)Nc1ccc(S(=O)(=O)Nc2nccs2)cc1,-11%,5%,?,12%,7%,-7%
O=C(N/N=C/c1c(O)ccc2ccccc12)c1ccc(CO)nc1,-1%,8%,23%,-20%,11µM*,?
C=CCN1C(=O)/C(=C\C=C2\N(C)c3ccccc3C2(C)C)SC1=S,-2%,-9%,29%,1%,?,-5%
COc1ccc(CCNC(=O)COc2ncnc3ccccc23)cc1OC,-2%,1%,-2%,-1%,12%,17%
CCCC1(CCC)NC(=O)N(CC(=O)Nc2ccccc2OC)C1=O,6%,9%,?,-19%[11.4 µM],-3%,.
O=c1c(OC2OC(CO)C(O)C(O)C2O)c(-c2ccc(O)c(O)c2)oc2cc(O)cc(O)c12 (stereo unspecified),-6%,4%,?,-22%,-11%[8.37 µM],?
CS(=O)(=O)c1ccccc1-c1nc(-c2ccc([N+](=O)[O-])cc2)no1,-4%,1%,15%,1%,-7%,?
Cc1ccc(C(=O)NNC(=S)NC(=O)COc2ccccc2)cc1,-15%,-1%,.,-22%,?,9%
CCC1=Nc2cc(C(=O)NCCCOC(C)C)ccc2Sc2ccccc21,-8%,7%,-99%,-23%,?,.
CCC(C)n1c(SCC(=O)/C(C#N)=C(\C)N)nc2ccccc2c1=O (stereo unspecified),-1%,1%,9.3µM*,6%,9%,-23%
NC(=S)NNc1cccc(Cl)c1,-3%,4%,7%,-29%,-16%,.
Cc1ccc(S(=O)(=O)N2C(=O)C(c3ccccc3)SC2=Nc2ccccc2)cc1 (stereo unspecified),-32%,3%,33%[activator],-19%,11%,.
COc1ccc(N2CCN(Cc3nc4ccsc4c(=O)[nH]3)CC2)cc1,-2%,2%,.,-2%,-4%,18%
COCCn1c(N)c(N(Cc2ccccc2)C(=O)CSCC(=O)Nc2ccc(OC)cc2)c(=O)[nH]c1=O,2%,.,-1%,3%,?,-13%
CCn1c(SCC(=O)Nc2ccccc2-c2ccccc2)nnc1-c1ccoc1C,-8%,4%,12µM*,-35%,?,?
Cn1c(=O)c2c(nc(SCC(=O)Nc3ccccc3N3CCCCC3)n2C)n(C)c1=O,-8%,8%,-18%,8%,?,?
Cc1ccc(/C=N/NC(=S)NC2CCCCC2)o1,-6%,1%,?,-27%,-10%,158%[activator]
N#Cc1c(N)sc2c1CCN(C(=O)OCc1ccccc1)C2,-14%,-3%,?,2%,?,?
CC1(CCC(=O)N2CCCC(Nc3ccc(F)cc3)C2)CC1 (stereo unspecified),4%,1%,?,-7%,9%,8%
CC(C)(C)OC(=O)NCC(=O)Oc1cc2oc(=O)cc(-c3ccccc3)c2cc1Cl,-2%,1%,22%,?,26%,6%
C/C(CC(=O)Nc1ccc(N(C)C)cc1)=N\NC(=O)c1ccc(Cl)cc1Cl,-7%,6%,11%,-7%,21%,1%
COc1ccccc1CCNC(=O)c1ccc2nc[nH]c2c1,23%,4%,16%,0%,6%,9%
Cc1cccc(CS(=O)(=O)Cc2ccc(C(=O)NC3CCCC3)o2)c1,-2%,-5%,1%,-30%,11%,?
CCOCCn1cnc2sc(C(=O)NCCCN3CCOCC3)c(C)c2c1=O,-2%,-3%,-28%,3%,5%,40%[activator]
COc1cccc(C(C(=O)NCC2CCCO2)N(C(=O)Cn2nnc3ccccc32)c2ccc(NC(C)=O)cc2)c1OC (stereo unspecified),-6%,4%,17%,-5%,12%,?
NC(=O)C1CCCN(Cc2ccc(Cl)cc2)C1 (stereo unspecified),9%,-1%,.,0%,10%,20%

# Grouped by structure: the compounds so far with a cyano group
SMILES,TbPYK inhibitor,LmPK inh,Pf growth 96h,Sm TGR block,HCV inh,Pf growth 48h
N#CCSCC(=O)Nc1ccc(Br)cc1,-3%,3%,.,14%,-7%,20%
CCC(C)n1c(SCC(=O)/C(C#N)=C(\C)N)nc2ccccc2c1=O (stereo unspecified),-1%,1%,9.3µM*,6%,9%,-23%
N#Cc1c(N)sc2c1CCN(C(=O)OCc1ccccc1)C2,-14%,-3%,?,2%,?,?
